Compound activity from PubChem.
EPAC1 antag: EPAC1 (human) antagonism; Potency, µM (top dose mostly 115 µM), for inactives: top-dose activity change, negative = inhibition, usual class: inhibitors; O95398; EPAC1 GEF assay, Rap1b-BODIPY-GDP exchange fluorescence; 0.14% of 360,000 active;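 further: potency means the concentration at half of the fitted maximal effect; plate controls were vehicle for no effect and positive control for full effect; nearly all actives have a fitted effect of over 50% in size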
Target sequence (O95398 whole entry, looked up): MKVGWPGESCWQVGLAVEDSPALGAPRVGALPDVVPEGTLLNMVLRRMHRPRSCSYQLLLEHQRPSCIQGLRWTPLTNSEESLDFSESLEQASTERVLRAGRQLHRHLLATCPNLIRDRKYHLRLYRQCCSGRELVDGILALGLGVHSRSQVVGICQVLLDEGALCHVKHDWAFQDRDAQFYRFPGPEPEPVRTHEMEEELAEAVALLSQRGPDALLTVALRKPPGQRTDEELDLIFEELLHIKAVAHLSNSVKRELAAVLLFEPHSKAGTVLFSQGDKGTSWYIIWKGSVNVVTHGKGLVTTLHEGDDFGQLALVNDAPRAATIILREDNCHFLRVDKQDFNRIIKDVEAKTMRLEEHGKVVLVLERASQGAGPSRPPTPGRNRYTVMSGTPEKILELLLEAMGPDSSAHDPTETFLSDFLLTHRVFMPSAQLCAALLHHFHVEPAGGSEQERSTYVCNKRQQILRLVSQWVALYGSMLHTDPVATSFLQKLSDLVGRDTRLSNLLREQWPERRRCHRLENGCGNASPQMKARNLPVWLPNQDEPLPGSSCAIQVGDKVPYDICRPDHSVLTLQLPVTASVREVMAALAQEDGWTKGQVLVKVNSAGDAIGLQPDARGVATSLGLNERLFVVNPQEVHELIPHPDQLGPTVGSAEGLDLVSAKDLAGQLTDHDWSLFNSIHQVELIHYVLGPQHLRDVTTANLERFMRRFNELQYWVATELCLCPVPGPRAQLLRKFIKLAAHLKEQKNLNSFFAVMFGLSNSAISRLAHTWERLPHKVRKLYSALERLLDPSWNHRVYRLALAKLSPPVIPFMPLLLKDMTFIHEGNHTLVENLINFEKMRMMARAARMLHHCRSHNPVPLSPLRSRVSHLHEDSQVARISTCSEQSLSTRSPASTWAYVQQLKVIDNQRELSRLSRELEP
IL2 activator: IL-2 activation | IL-2 activation reporter assay, cell-based qHTS; stimulated with anti-CD3/CD4/CD28 beads; in transgenic mouse T cells | activation, % (series mostly up to about 46 µM) | 0.065% of 360,000 active; in the data active means activation above about 50%; inconclusive means mostly about 30% to 49%; further: 0% is about no effect
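Readout is EGFP and DsRed signal by fluorescent plate cytometry after 18 h at 37 degrees C. Transgenic mouse T cells (750/well) received compound for 60 min before bead stimulation (anti-CD3, anti-CD4, anti-CD28); memory T cells served as non-tolerant control.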
EPAC1 agonist: EPAC1 (human) agonism; EPAC1 agonist qHTS, biochemical assay; response scale: 100% = response to 6.5 mM cAMP; Potency, µM (titrated, usually from 154 µM), inactives show top-dose activation, usual class: activators; 0.073% of 360,000 active; AID 720707; further: potency means the concentration at half of the fitted maximal effect; nearly all actives have a fitted effect of over 60% in size
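Normalized to 6.5 mM cAMP, activity reflects EPAC1-catalysed release of BODIPY-GDP from Rap1B, followed kinetically over 30 min at 480 nm excitation, 540 nm emission. Reaction contained 100 nM EPAC1, 250 nM Rap1B-BODIPY-GDP, 50 uM GDP.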
Abeta rescue: compounds reversing amyloid beta toxicity in yeast. yeast expressing A-beta42, growth rescue, OD600, 48 h; response scale: 0% DMSO, 100% iron-clioquinol control. Potency, µM (series often up to 46.1 µM), inactives show at the top dose growth rescue, most hits filed as activators. 0.063% of 410,000 active. AID 1347071; further: potency means the concentration at half of the fitted maximal effect; nearly all actives have a fitted effect of over 55% in size
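Yeast growth medium received pinned compounds, then yeast cells expressing toxic A-beta were added; plates incubated at 30 C for 48 hr. Growth read as absorbance at 600 nm, normalized to DMSO and equimolar FeCl3 plus clioquinol controls.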
WRN helicase inh: WRN helicase (human) inhibition; Q14191; WRN helicase unwinding, fluorescent forked duplex, kinetic; Potency, µM (titrated, usually from 114 µM), inactives show at the top dose activity change, negative = inhibition, most hits filed as inhibitors; 0.46% of 360,000 active; further: potency means the concentration at half of the fitted maximal effect; on the % scale 0 is the no-effect control and ±100 the full control effect; nearly all actives have a fitted effect of over 55% in size
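Kinetic fluorescence helicase assay: unwinding of a quenched forked DNA duplex (100 nM final) with 2 mM ATP final raises red fluorescence (525/598 nm). Compounds sat 15 min at room temperature with 20 nM WRN beforehand.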
FUS yeast rescue: FUS proteinopathy suppression in yeast; S. cerevisiae FUS-expressing, growth rescue, OD600, 24 h; Potency, µM (top dose mostly 76.6 µM), for the others: top-dose growth rescue (activation), hits mostly activators; 0.24% of 390,000 active; AID 1347120;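 further: potency means the concentration at half of the fitted maximal effect; plate controls were DMSO vehicle for no effect and reference control for full effect; nearly all actives have a fitted effect of over 55% in size; some results filed as inactive show a strong effect at the top dose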
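Yeast expressing FUS under galactose induction, OD 0.005 in 2% galactose medium; compounds in a dilution series, 24 h at 30C. Growth rescue by absorbance at 600 nm; CP55940 positive control, DMSO negative.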
PI5P4K alpha inh: inhibitors of human PI5P4K alpha; P48426; PI5P4Kalpha enzyme, ADP-Glo luminescence, 60 min; stronger effect = lower value; max response, %; 1.2% of 330,000 active; AID 652105; active means max response of -50% or lower; inconclusive means between -30% and -50%; inactive means -30% or higher; further: value at the top dose of about 77 µM; on the % scale 0 is the no-effect control and ±100 the full control effect
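Luminescence from ADP-Glo served as readout of PI5P4Kalpha activity in a qHTS format. Reaction: enzyme, substrate, compound, ATP at 5 microM final, 60 min at RT.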
PLK1 PBD block: PLK1 (human) polo-box domain binding inhibition; P53350; Plk1 PBD binding of FITC phosphopeptide, fluorescence polarization; Potency, µM, for inactives: max response, negative = inhibition, most hits filed as inhibitors; 2.8% of 360,000 active; AID 720504; further: potency means the concentration at half of the fitted maximal effect; series mostly up to about 57 µM; on the % scale 0 is the no-effect control and ±100 the full control effect; nearly all actives have a fitted effect of over 65% in size
Starred values were filed as active, the others as inactive; ? = inconclusive; nt = not tested or not shown; [ ] = remark or other dose. Unless noted, the call rests on the fitted dose curve; in most records, active means well fitted curve in the direction sought with a large enough effect; inconclusive means small, poorly fitted or top-dose-only effect, or another doubt; inactive means no such curve, though single readings can be large; an effect the other way counts as inactive or inconclusive.

Values run as follows: WRN helicase inh, PLK1 PBD block, Abeta rescue, EPAC1 agonist, IL2 activator, EPAC1 antag, FUS yeast rescue, PI5P4K alpha inh
[1] CC(C)[C@@H](C(=O)NC1CCN(Cc2ccccc2)CC1)N1C(=O)N2CCc3c([nH]c4ccccc34)[C@@]2(C)C1=O
 : -11%, -3%, 0%, -6%, 0.1, -24%, ?, 8
[2] CCCN1CCC(=O)N([C@H](CO)c2ccccc2)CC1
 : 1%, -8%, 9%, 6%, -0.1, ?, -30%, -3
[3] Nc1sc(-c2ccccc2)c(Cc2ccccc2)c1C(=O)O
 : -6%, ?, 5%, 17%, -0.1, 1%, 22%, -2
[4] COc1cccc(OC)c1-c1nn2c(-c3cc(-c4ccccc4)n[nH]3)nnc2s1
 : 40µM*, 19%, 1%, ?, -5.4, 40µM*, nt, -66*
[5] Cc1ccc(-c2nc(C#N)c(NCc3ccco3)o2)cc1
 : -3%, -8%, 7%, 0%, -2.7, 8%, -16%, 10
[6] CCOC(=O)c1c(NC(=O)CSc2nccn2C)sc(C(=O)NC)c1C
 : -2%, 1%, 2%, 7%, 3.0, -4%, 11%, 5
[7] CC(=O)NC1(c2cccc(F)c2)CCN(CC(=O)NC(C)C)CC1
 : 10%, -2%, -10%, 0%, -4.6, -5%, -2%, -2
[8] CCCOc1ccc(C(=O)NC(=S)Nc2nc3ccccc3s2)cc1
 : 2%, 0%, 23%, 0%, -1.4, 4%, -14%, nt
[9] O=C(NC(=S)N1CCN(c2ccc(F)cc2)CC1)C12CC3CC(CC(C3)C1)C2
 : -4%, -4%, 17%, -5%, -0.6, -7%, -7%, -2
[10] CNC(=O)c1ccc(NC(=O)c2cc(S(=O)(=O)N(C)C)ccc2N2CCCC2)cc1
 : 0%, -16%, 12%, 8%, -0.3, -5%, 10%, 4
[11] CCCn1c(=O)c(C(=O)NCc2ccccc2Cl)c(O)c2ccccc21
 : -9%, 1%, -11%, 6%, -0.5, -10%, -3%, 20
[12] CC(C)(C)OC(=O)NNc1c2ccccc2nc2ccccc12
 : -7%, 3%, -5%, 1%, 0.9, -15%, 11%, -2
[13] Brc1ccc2c(c1)OCCOCCOc1cc(Br)ccc1OCCOCCOCCO2
 : -9%, 0%, -68%[inhibitor], -7%, -0.3, -17%, nt, 7
[14] Cn1c(=O)c2c(nc(N3CCN(Cc4ccccc4)CC3)n2CCCc2ccccc2)n(C)c1=O
 : -1%, -8%, 1%, 7%, 1.2, -13%, 15%, 0
[15] CC1CCc2[nH]c3ccc(C(=O)N4CCCC(C(F)(F)F)C4)cc3c2C1 (stereo unspecified)
 : -26%, -3%, 9%, 112µM*, -1.3, ?, 49%, -6

Later entries
Values run as follows: WRN helicase inh, PLK1 PBD block, Abeta rescue, EPAC1 agonist, IL2 activator, EPAC1 antag, FUS yeast rescue, PI5P4K alpha inh
[16] COc1ccc(C(CNC(=O)c2ccc(-c3cccc(C(F)(F)F)c3)o2)N2CCOCC2)cc1 (stereo unspecified)
 : -15%, -12%, 6%, 15%, -0.4, -9%, 13%, 0
[17] CCOC(=O)N(Cc1ccccc1)C(C(=O)O)C(C(=O)O)N(Cc1ccccc1)C(=O)OCC (stereo unspecified)
 : 3%, -8%, -19%, -3%, -0.3, -4%, -4%, -4
[18] CC(C)[C@H]1C(=O)Nc2ccccc2N1C(=O)N[C@@H](Cc1ccccc1)C(=O)N[C@H](Cc1ccccc1)C(=O)O
 : 8%, -7%, -16%, -10%, 0.3, -10%, -2%, 2
[19] Cc1cc(C)cc(OCc2nnc(SCC(=O)N3CCN(c4ccccc4)CC3)o2)c1
 : 1%, -6%, 16%, 11%, -0.6, -13%, ?, 7
[20] CCCc1cc(=O)[nH]c(SCC(=O)N(Cc2ccccc2)C(C)C)n1
 : 3%, -4%, 6%, 3%, 0.3, 1%, 18%, 0
[21] CCn1c(CNC(=O)c2ccco2)nnc1SCC(=O)Nc1ccc(Br)cc1F
 : 2%, 0%, 25%, 8%, -2.3, -4%, 14%, nt
[22] COc1ccc(/C=N/NC(=O)c2ccc(NC(C)=O)cc2)cc1COc1ccc(F)cc1F
 : -9%[11.6 µM], -9%, 2%, -4%, 1.9, -20%, 25µM*, -14
[23] CCN1C(=O)CC(N2CCC(C(=O)N3CCCCCC3)CC2)C1=O (stereo unspecified)
 : -3%, -5%, 8%, 12%, 1.3, -23%, -25%, -3
[24] O=C(NC(=S)Nc1ccc(CN2CCOCC2)cc1)c1ccccc1[N+](=O)[O-]
 : -1%, -4%, -15%, 7%, -0.1, 9%, -12%, -2
[25] COC(=O)c1cc(CNC(=O)C(C)NS(=O)(=O)c2ccc(C)c(C)c2)ccc1OC (stereo unspecified)
 : -5%[57.1 µM], 0%, -17%, 2%, -0.1, -19%, -24%, 3
[26] O=C(/C=C/c1ccccc1[N+](=O)[O-])NC1CCCC1
 : -6%[57.1 µM], -1%, -6%, -1%, -3.2, -30%, 2%, 1
[27] CCC1CCCCN1C(=S)Nc1ccc(S(=O)(=O)Nc2ncccn2)cc1 (stereo unspecified)
 : ?, -15%, -3%, 13%, 2.7, -7%, nt, -1
[28] CN1CCN(c2nc(-c3ccc(Cl)s3)cs2)CC1
 : -11%, 19µM*, -20%, 0%, -1.0, -11%, 40%, ?
[29] O=C(CC1CCCC1)OCn1nnc2ccccc2c1=O
 : -1%, -3%, 12%, -2%, 2.0, 2%, 3%, 2
[30] CC(=O)C1=C(C)OC(N)=C(C#N)C1c1ccco1 (stereo unspecified)
 : -17%, -26%, -6%, 7%, 1.3, 4%, -6%, -12

Given with each value named: part of the list above
#23 CCN1C(=O)CC(N2CCC(C(=O)N3CCCCCC3)CC2)C1=O (stereo unspecified)
- WRN helicase inh: -3%
- PLK1 PBD block: -5%
- Abeta rescue: 8%
- EPAC1 agonist: 12%
- IL2 activator: 1.3
- EPAC1 antag: -23%
- FUS yeast rescue: -25%
- PI5P4K alpha inh: -3
#24 O=C(NC(=S)Nc1ccc(CN2CCOCC2)cc1)c1ccccc1[N+](=O)[O-]
- WRN helicase inh: -1%
- PLK1 PBD block: -4%
- Abeta rescue: -15%
- EPAC1 agonist: 7%
- IL2 activator: -0.1
- EPAC1 antag: 9%
- FUS yeast rescue: -12%
- PI5P4K alpha inh: -2
#25 COC(=O)c1cc(CNC(=O)C(C)NS(=O)(=O)c2ccc(C)c(C)c2)ccc1OC (stereo unspecified)
- WRN helicase inh: -5%[57.1 µM]
- PLK1 PBD block: 0%
- Abeta rescue: -17%
- EPAC1 agonist: 2%
- IL2 activator: -0.1
- EPAC1 antag: -19%
- FUS yeast rescue: -24%
- PI5P4K alpha inh: 3

Arranged by value in PLK1 PBD block (falling): some entries from above.
| cpd | smiles | PLK1 PBD block |
| --- | --- | --- |
| 21 | CCn1c(CNC(=O)c2ccco2)nnc1SCC(=O)Nc1ccc(Br)cc1F | 0% |
| 20 | CCCc1cc(=O)[nH]c(SCC(=O)N(Cc2ccccc2)C(C)C)n1 | -4% |
| 2 | CCCN1CCC(=O)N([C@H](CO)c2ccccc2)CC1 | -8% |

More records follow:
Values run as follows: WRN helicase inh, PLK1 PBD block, Abeta rescue, EPAC1 agonist, IL2 activator, EPAC1 antag, FUS yeast rescue, PI5P4K alpha inh
[31] COc1ccc(/C=C/C(=O)Nc2cc(C(F)(F)F)ccc2Cl)cc1OC
 : -3%, 0%, -26%, -3%, -0.8, -14%, nt, 19
[32] CC[C@]12c3[nH]c4cc(CCC(=O)N(C)C)ccc4c3CCN1C(=O)[C@@H](CC(=O)NC(C)(C)C)C[C@@H]2C(=O)N1CCN(C(=O)C2CC2)CC1
 : -5%, -8%, 7%, 7%, -0.2, -4%, 15%, 7
[33] COc1ccc(-n2ccn(CC(=O)Nc3ccccc3OC)c(=O)c2=O)cc1
 : 1%, -8%, 1%, -4%, -1.3, 10%, 3%, 0
[34] CCSc1ccc([C@@H]2[C@H]3C(=O)N(CC)C(=O)[C@H]3[C@]3(C(=O)OC)CCCCN23)cc1
 : -13%, -26%, 8%, 5%, 0.6, -11%, 42%, -1
[35] CCOC(=O)C1CCN(CC(=O)c2ccc(O)c(C)c2O)CC1
 : 1%, -19%, nt, 7%, 0.0, -9%, -5%, -1
[36] Cc1[nH]n(S(=O)(=O)c2ccccc2)c(=O)c1N=Nc1cccc(Cl)c1
 : -22%, -20%, 13%, 0%, -0.6, 5%, -10%, -10
[37] Cc1ccc2[nH]c(=O)cc(C(=O)OC(C)C)c2c1
 : -4%, -9%, 5%, -8%, -3.2, -12%, 11%, -4
[38] O=C(c1cc(COc2c(F)cccc2F)on1)N1CCSCC1
 : 2%, 0%, -7%, -5%, -3.6, -5%, 10%, 5
[39] COc1ccc(CC(=O)OCC(=O)NC(=O)Nc2ccccc2F)cc1
 : 8%, 0%, 9%, -9%, 0.5, -5%, nt, -1
[40] COc1cc(C(O)c2nc(-c3cccs3)cs2)ccc1F (stereo unspecified)
 : -12%, -2%, -13%, -8%, 0.8, -7%, -15%, -5
[41] CC[C@]1(C(=O)OC)[C@H]2C(=O)N(Cc3ccccc3)C(=O)[C@H]2[C@H]2CN=C(SCc3ccc(C(=O)OC)cc3)N21
 : -5%, 0%, 4%, -8%, -0.3, -13%, -1%, 6
[42] OC(COc1cccc2ccccc12)CN1CCN(c2ccccc2Cl)CC1 (stereo unspecified)
 : 5%, -10%, -4%, 4%, -5.1, -3%, 3%, 5
[43] CCOc1ccccc1NC(=O)NS(=O)(=O)c1ccc(C)cc1
 : 0%, 3%, 2%, 2%, -0.6, 6%, -19%, 11
[44] NC(=O)C1CCN(C(=O)OCc2ccccc2)CC1
 : 10%, -6%, -7%, 3%, 0.0, 2%, 10%, -3
[45] O=C(COC(=O)c1ccc(Br)o1)NCc1cccs1
 : 13%, -6%, -11%, -6%, -2.6, 8%, 8%, -3

The list continues:
Values run as follows: WRN helicase inh, PLK1 PBD block, Abeta rescue, EPAC1 agonist, IL2 activator, EPAC1 antag, FUS yeast rescue, PI5P4K alpha inh
[46] CCc1cccc2c(=O)c(C(=O)NCCN3CCOCC3)c[nH]c12
 : -3%, -6%, 4%, -1%, -3.9, -2%, 18%, 0
[47] COCCOC(=O)C1=C(C)N=C2SCCC(=O)N2C1c1ccc(C(=O)OC)cc1 (stereo unspecified)
 : 0%, -4%, 15%, 1%, 2.4, -15%, 49%, 6
[48] C[C@H]1CN([C@@H](C)CO)C(=O)Cc2cc(NC(=O)CCN3CCOCC3)ccc2O[C@@H]1CN(C)Cc1ccc(Oc2ccccc2)cc1
 : 1%, -17%, -4%, -8%, -0.6, ?, 18%, 13
[49] O=C1N=C(N2CCN(c3ccccc3)CC2)S/C1=C\c1ccco1
 : -8%, -13%, -2%, -1%, -0.3, -15%, 26%, ?
